ADAM10 inh: ADAM10 inhibition, QFRET primary screen | O14672 | AID 720582 | hit rate 0.62% among 370,000 | recombinant ADAM10, EDANS/DABCYL FRET peptide cleavage, 3 h | inhibition, % at 7 µM;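 active means inhibition above a per-campaign cutoff equal to the mean of compounds falling between control-based bounds plus 3 SD, cut at about 20% in these data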;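 further: 0% = DMSO wells while the 100% control is not disclosed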
ARFGAP1 inhibitor: inhibits rat ARF GTPase activating protein 1; Q62848; Arfgap1-stimulated ARF1 GTP hydrolysis, GDP FP detection; inhibition, % at 16.5 µM; hit rate 0.26% among 360,000; AID 651572;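 active means inhibition above a per-plate limit, mean inhibition of low control wells plus 3 SD, cut at about 25% in these data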;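 further: 0% = DMSO wells with enzyme and 100% = wells lacking Arfgap1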
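Replicates: Single well per compound | Assay system: Truncated rat Arfgap1 GAP domain | Control set: No-Arfgap1 wells (100%) versus DMSO full-reaction wells (0%) | Times: Enzyme reaction 120 min at 25 °C after 20 min preincubation | Reagent: Human ARF1(Δ1-17)-GTP substrate | Measured by: Tracer-displacement fluorescence polarization with EDTA stop, 620/688 nm | Measure: Percent inhibition of Arfgap1-stimulated GTP hydrolysis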
TDP2 absorb: TDP2 (human) inhibition, absorbance primary screen. O95551. recombinant TDP2, T5PNP hydrolysis, p-nitrophenol absorbance 415 nm. inhibition, % at 12.8 µM. hit rate 0.34% among 370,000. AID 720702;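 active means inhibition above the mean of all tested compounds plus 3 SD, set per campaign, cut at about 25% in these data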;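 further: 0% = DMSO with enzyme and 100% = buffer with substrate but no TDP2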
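System – recombinant human TDP2 · Quantity – TDP2 enzyme at 120 nM final · Doses – single concentration, 12.8 µM nominal, with 1% DMSO · Incubation – 2 h at 37 °C · Measured by – epi absorbance of p-nitrophenol freed from T5PNP by hydrolysis · Read-out – % inhibition relative to enzyme-containing and enzyme-free wells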
PLC-beta3 inh: blocks human PLC-beta3 enzyme activity; inhibition, % at 12.2 µM; Purified PLC-beta3, fluorogenic substrate, fluorescence; Q01970; hit rate 0.18% among 370,000; in the data active means inhibition above about 11%;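 further: 0% = median of compound wells on plate and 100% = full blocker control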
SIAE primary: inhibitors of human sialic acid acetylesterase SIAE; Q9HAT2; inhibition, % at 9.66 µM; SIAE FP-Rh probe binding, fluorescence polarization; AID 1053197; hit rate 0.69% among 370,000;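 active means inhibition above a cutoff: mean of compounds within the control limits plus 3 SD of those, cut at about 17% in these data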;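 further: 0% = plate median of compound wells and 100% = probe without SIAE protein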
ADAM17 inh: ADAM17 inhibition, QFRET primary screen | recombinant ADAM17, EDANS/DABCYL FRET peptide cleavage | inhibition, % at 6.95 µM | hit rate 0.83% among 370,000 | AID 720648;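 active means inhibition above the mean of compounds lying between control limits plus 3 SD, set per campaign, cut at about 8.5% in these data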;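 further: 0% = DMSO-only wells as the low control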
Target sequence (P78536 215-824 limits assumed): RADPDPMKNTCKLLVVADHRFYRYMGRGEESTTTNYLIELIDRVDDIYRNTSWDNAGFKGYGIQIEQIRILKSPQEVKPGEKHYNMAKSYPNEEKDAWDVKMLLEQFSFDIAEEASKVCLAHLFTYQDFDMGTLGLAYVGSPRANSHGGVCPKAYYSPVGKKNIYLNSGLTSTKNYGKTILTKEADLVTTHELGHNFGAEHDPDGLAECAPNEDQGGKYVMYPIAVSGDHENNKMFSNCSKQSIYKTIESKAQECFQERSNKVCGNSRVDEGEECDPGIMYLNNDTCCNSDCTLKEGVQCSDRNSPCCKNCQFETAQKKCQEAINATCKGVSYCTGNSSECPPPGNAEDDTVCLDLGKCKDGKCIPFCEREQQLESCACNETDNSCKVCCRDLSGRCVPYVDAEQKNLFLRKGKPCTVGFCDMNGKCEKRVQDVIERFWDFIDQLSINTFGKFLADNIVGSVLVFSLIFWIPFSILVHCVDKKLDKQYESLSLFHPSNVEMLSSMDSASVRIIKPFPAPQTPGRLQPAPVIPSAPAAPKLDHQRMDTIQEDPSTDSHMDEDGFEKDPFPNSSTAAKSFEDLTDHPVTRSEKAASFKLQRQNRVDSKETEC
Tn7 DDE FP: disrupts Tn7 cyclic peptide binding to fibrin D-Dimer-E complex; FP displacement of FITC-Tn7 peptide from fibrin DD(E); 0% = median of compound wells per plate; inhibition, % at 8.3 µM; hit rate 0.13% among 370,000;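 active means inhibition above the mean of compounds falling within the control limits plus 3 SD of them, cut at about 14% in these data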;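 further: 0% = plate median of compound wells and 100% = 10 µM Aha-Tn7 peptide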
Target sequence (P02675 whole entry, looked up): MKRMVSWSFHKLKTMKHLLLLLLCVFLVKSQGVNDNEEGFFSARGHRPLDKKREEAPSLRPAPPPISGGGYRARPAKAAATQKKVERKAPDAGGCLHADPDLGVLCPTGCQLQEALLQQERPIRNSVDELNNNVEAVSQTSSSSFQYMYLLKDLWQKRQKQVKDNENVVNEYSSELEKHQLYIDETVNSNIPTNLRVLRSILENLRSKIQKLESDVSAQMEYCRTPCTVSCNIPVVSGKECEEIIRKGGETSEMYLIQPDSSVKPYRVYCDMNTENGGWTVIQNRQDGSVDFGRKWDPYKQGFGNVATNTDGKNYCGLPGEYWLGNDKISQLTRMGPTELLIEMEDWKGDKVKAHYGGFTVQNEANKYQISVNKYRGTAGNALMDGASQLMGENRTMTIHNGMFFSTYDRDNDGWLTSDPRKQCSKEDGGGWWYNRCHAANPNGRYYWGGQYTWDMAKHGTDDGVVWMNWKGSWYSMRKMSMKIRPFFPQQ
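Measure: % inhibition scaled between sample-field median and high-control FP; Test system: human fibrin DD(E); Quantity: 2 µM final DD(E) protein; Doses: one dose, 8.3 µM nominal; Schedule: compound with protein 10 min, then 3 h after probe, room temperature; Detection: fluorescence polarization; Medium: Tris buffer with calcium and detergent, pH 7.8.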
PLC-gamma1 inh: blocks human PLC-gamma1 enzyme activity; P19174; purified PLC-gamma1, fluorogenic substrate, fluorescence; inhibition, % at 12.2 µM; hit rate 0.84% among 370,000; in the data active means inhibition above about 9.5%
DDE Tn6 FP inh: inhibitors of Tn6 peptide binding to human fibrin DD(E). P02675. Fibrin DD(E) TRITC-Tn6 fluorescence polarization displacement. inhibition, % at 8.3 µM. hit rate 0.21% among 370,000. AID 720509;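 active means inhibition above a per-campaign cutoff: mean of compounds within control limits plus 3 SD, cut at about 15% in these data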;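 further: 0% = median of all compound wells on the plate and 100% = blocking peptide control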
ASAP1 GAP inh: inhibitors of human ASAP1 ArfGAP activity. Q9ULH1. inhibition, % at 16.5 µM. ASAP1-stimulated ARF1 GTP hydrolysis, GDP FP detection. hit rate 0.19% among 360,000. AID 624377; in the data active means inhibition above about 25%;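 further: 0% = vehicle with enzyme and substrate and 100% = no enzyme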
Numbers without * were called inactive; i = inactive. Hits appear at their usual frequency (roughly 3.6% active in at least one column).

SMILES	ADAM10 inh	ARFGAP1 inhibitor	TDP2 absorb	PLC-beta3 inh	SIAE primary	ADAM17 inh	Tn7 DDE FP	PLC-gamma1 inh	DDE Tn6 FP inh	ASAP1 GAP inh
Cc1ccc(S(=O)(=O)Nc2ccccc2F)cc1C(=O)N1CCCC1	-5	7	14	3	3	-3	-4	1	-2	-16
COc1ccccc1-c1c(C)nn2c(N3CCOCC3)cc(C)nc12	-4	19	-10	-27	1	-5	-11	-17	-5	1
CC(=O)c1ccc2c(c1)c(C#N)c1ccccc1[n+]2[O-]	-82	5	-4	i	-6	-30	5	i	-2	-10
CCNC(=O)N(C)C[C@H]1N[C@@](C)(C(=O)OC)[C@H]2C(=O)N(C)C(=O)[C@@H]12	-7	9	-10	1	5	-6	-1	2	4	-18
CCOC(=O)CSc1nc2c(c(=O)[nH]c(=O)n2C)n1CCCc1ccccc1	-5	3	-9	0	0	1	-9	5	-1	3
OC1(C#CCN2CCCC2)CCCCC1	0	9	1	-5	2	-1	-2	0	-4	2
COc1ccc(Nc2ncnc3ccccc23)c(OC)c1	-3	4	-5	-20	4	0	-3	-13	-2	3
CC(C)NC(=O)c1onc(CSc2ccc(F)c(F)c2)c1C(=O)O	-5	-6	2	-4	0	-4	2	1	-1	12
Cc1cc(C)nc(SCc2nnc(SCC(=O)N3CCOCC3)o2)n1	4	-8	-1	-18	11	-2	0	4	-2	-2
O=C(NCCN1CCN(c2ccccc2)CC1)c1ccccc1F	1	8	6	-1	6	0	6	0	4	-12
Cc1cc(C(=O)O)c2ccccc2n1	-1	4	-1	5	1	4	-1	1	-3	-14
O=C(Nc1c(C(=O)N2CCOCC2)cnn1-c1ccccc1)c1ccccc1F	-1	8	-4	-6	-1	0	8	2	-4	6
C=CCSc1nc2c(c(=N)n1CC=C)C1CCCC1S2 (stereo not drawn)	1	-3	-10	3	-9	0	-8	3	1	-7
CCOc1[nH]n(-c2ccccc2)c(=O)c1C=NCC(=O)OC	-3	-9	0	-1	-2	-2	1	2	-1	14
O=C(c1ccc(F)cc1)C1CCN(C(=O)c2ccccc2)CC1	-5	0	2	3	-10	-8	-1	8	-6	12
O=C(OCC(=O)c1ccccc1Br)c1ccncc1	0	12	-13	-3	-3	-9	4	6	-12	-1
Cc1ccc(-c2nnn(CC(=O)N(CC3CCCO3)C(C(=O)NC3CCCC3)c3ccc(O)cc3)n2)o1 (stereo not drawn)	5	11	-7	-5	0	0	3	1	1	-8
CCCCCCCNC(=O)C1(CC2CC(c3cccc(Br)c3)=NO2)CCN(C(=O)c2cc(OCC)c(OCC)c(OCC)c2)CC1 (stereo not drawn)	-4	1	-15	-3	-7	-3	-4	-1	-3	-3
CCc1cc2c(cc3c(=O)n(CC(=O)N4CCN(c5ccccn5)CC4)nc(CC)n32)s1	10	4	-2	1	-2	3	-6	-3	-1	1
CCOCCCNC(=S)N1CCCN(c2nc3cc(C)ccc3cc2C#N)CC1	-21	-2	-9	-4	7	-8	-4	-3	3	-2
O=C(O)c1ccc2c(c1)CCC2	2	1	0	0	-7	-5	6	-2	4	8
CCC(COC(=O)Nc1ccccc1)NC(=O)OC(C)C (stereo not drawn)	-2	14	2	3	-6	-2	-1	1	3	-4
O=C(NCCc1ccccc1)c1cnc(Cl)c(Cl)c1	-5	-4	1	-6	-4	-2	0	-1	1	8
Cc1ccccc1COc1ccc(/C(O)=C2/C(=O)C(=O)N(CCCn3ccnc3)C2c2ccco2)cc1 (stereo not drawn)	5	-1	-13	-8	4	1	-4	-10	-1	0
COc1cc(C(=O)OCC(=O)NC(C)CCc2ccccc2)cc(OC)c1OC (stereo not drawn)	4	0	5	3	-3	0	-11	2	-9	-6
O=C(Nc1ccccc1F)c1ccc(-c2cccc([N+](=O)[O-])c2)o1	4	0	11	-9	-6	-6	-2	2	-5	4
CC(Cc1cccs1)NC(=O)Nc1ccc(Cl)c(Cl)c1 (stereo not drawn)	6	-4	-8	3	-13	9	3	6	-15	6
COc1ccc(C(C(=O)Nc2c(C)cccc2C)n2c(=O)c(-c3ccco3)nc3ccccc32)cc1 (stereo not drawn)	-3	4	-4	-26	-7	1	-4	-24	-8	-3
Clc1ccc(Cc2ccccc2)nn1	6	12	8	3	2	-1	7	4	0	0
O=C(NC1CCCCCC1)C1CCN(S(=O)(=O)c2cccc3cccnc23)CC1	-20	19	-2	-6	1	-4	0	0	0	14
Cc1ccc(-c2ocnc2C(=O)Nc2ccccc2C(=O)N2CCCC2)cc1	2	2	-10	-6	-2	-4	2	-4	-7	1
CCc1ccc(NC(=O)C(C)OC(=O)C2CCN(c3ccc(C(F)(F)F)cn3)CC2)cc1 (stereo not drawn)	-4	2	-15	-6	-6	-2	6	0	2	-3
CCCNC(=O)Cc1c(O)c2ccccc2[nH]c1=O	-12	14	-2	-5	2	-6	4	-5	-1	-16
O=C(c1ccccc1)c1nn(-c2ccc(Cl)cc2)cc1C(=O)c1cc2ccccc2oc1=O	-5	5	-8	3	-5	4	1	4	-2	-6
CCCc1ccc2oc(C(=O)N(Cc3nccn3C)C(C)C)c(C)c2c1	3	-9	-18	1	4	-3	3	7	-6	20
Cc1ccc(-c2sc(C)nc2CC(=O)O)cc1	1	18	0	1	0	-2	-6	0	-3	-3

Shown with values ahead of the structure: entries from further up
ADAM10 inh | ARFGAP1 inhibitor | TDP2 absorb | PLC-beta3 inh | SIAE primary | ADAM17 inh | Tn7 DDE FP | PLC-gamma1 inh | DDE Tn6 FP inh | ASAP1 GAP inh | SMILES
6 | 12 | 8 | 3 | 2 | -1 | 7 | 4 | 0 | 0 | Clc1ccc(Cc2ccccc2)nn1
-20 | 19 | -2 | -6 | 1 | -4 | 0 | 0 | 0 | 14 | O=C(NC1CCCCCC1)C1CCN(S(=O)(=O)c2cccc3cccnc23)CC1
2 | 2 | -10 | -6 | -2 | -4 | 2 | -4 | -7 | 1 | Cc1ccc(-c2ocnc2C(=O)Nc2ccccc2C(=O)N2CCCC2)cc1
-4 | 2 | -15 | -6 | -6 | -2 | 6 | 0 | 2 | -3 | CCc1ccc(NC(=O)C(C)OC(=O)C2CCN(c3ccc(C(F)(F)F)cn3)CC2)cc1 (stereo not drawn)
-12 | 14 | -2 | -5 | 2 | -6 | 4 | -5 | -1 | -16 | CCCNC(=O)Cc1c(O)c2ccccc2[nH]c1=O

The listing continues:
SMILES	ADAM10 inh	ARFGAP1 inhibitor	TDP2 absorb	PLC-beta3 inh	SIAE primary	ADAM17 inh	Tn7 DDE FP	PLC-gamma1 inh	DDE Tn6 FP inh	ASAP1 GAP inh
CCCCn1c(CN2CCN(CCO)CC2)nc2ccccc21	-5	11	1	-2	4	3	-5	1	-1	8
COc1cc2cc(C(=O)N(C)C3CCS(=O)(=O)C3)[nH]c2cc1OC (stereo not drawn)	-197	-18	4	-244	2	-63	-4	-175	2	7
CCOc1ccc(NC(=O)CN(C)CC(=O)Nc2ccc(F)c(F)c2F)cc1OCC	3	14	-14	-4	9	3	-1	3	-8	-2
CCc1ccc2[nH]c(O)c(N=Nc3nc(-c4ccccc4)cs3)c2c1	7	5	-2	-1	7	-1	-2	-1	-12	2
Cc1cn([C@H]2C[C@H](O)[C@@H](CNC/C=C/c3ccccc3[N+](=O)[O-])O2)c(=O)[nH]c1=O	-13	4	-1	-1	1	1	6	-3	3	6
NNc1nc2sc3c(c2c(=O)[nH]1)CCc1ccccc1-3	-26	2	6	-66	13	-7	-8	-44	-8	10
CC(=O)c1ccc(N2C(=O)NC3(CCCCC3)C2=O)cc1	-2	-10	2	2	0	0	-3	-2	8	-14
Cn1ccnc1SCC(=O)c1ccc([N+](=O)[O-])cc1	5	-5	-1	4	4	-1	5	1	-2	-4
O=C(Nc1ncc2c(n1)-c1ccccc1CC2)c1cccc(Cl)c1	-45	-10	-8	-4	14	-9	8	-4	-12	-10
Cc1cccc(C(=O)N[C@H](C(=O)NCCc2ccc(S(N)(=O)=O)cc2)C(C)C)c1	2	3	1	-7	0	-4	1	2	6	-19
CCOP(=O)(O)c1cccc(OCCOCCOc2cccc(P(=O)(O)OCC)c2)c1	8	-4	-3	7	2	0	8	3	0	1
COc1ccc(C(=O)Nc2ccc(-c3nnn(CC(=O)N4CCN(C(=O)c5ccco5)CC4)n3)cc2)cc1	-4	17	8	-1	-27	-1	-2	2	-6	18
Cn1nc(OCC(=O)O)cc1C(F)(F)F	-3	1	4	-38	7	0	0	-20	9	-1
COc1ccc(C(=O)NCCCSc2ccccc2)cc1F	-4	-7	17	-3	-2	-1	3	1	-1	7
CCCCNC(=S)N(C)/N=C/c1ccccc1C(=O)O	3	-12	7	-3	-1	-2	14*	3	0	5
COc1ccc(N=C2NN=C(c3c(C)[nH]c4ccccc34)CS2)cc1	-2	15	4	-52	13	-2	-2	-51	4	20
O=C(N/N=C/c1ccccn1)c1cccs1	-20	-6	0	-6	-5	-5	0	-2	2	-5
Cc1ccc(Nc2nc3c(c(=O)[nH]c(=O)n3C)n2Cc2ccc(F)cc2)cc1	15	-2	-6	3	-1	0	-5	2	1	-1
O=C(NN1C(=O)/C(=C/C=C/c2ccco2)SC1=S)c1ccccc1O	-20	-14	24	-43	10	-8	-9	1	-3	-17
CCN(C(=O)CSc1n[nH]c(-c2ccccc2)n1)c1c(N)n(Cc2ccccc2)c(=O)[nH]c1=O	10	4	-3	-3	-11	2	-4	4	-10	-12
Cc1[nH]c2ccccc2c1-c1nc2ccccc2[nH]c1=O	6	7	8	-25	9	2	2	-20	-4	-6
O=C(O)CCC(=O)N1N=C(c2cccs2)CC1c1cn(-c2ccccc2)nc1-c1ccccc1 (stereo not drawn)	-30	-4	4	-70	-8	-13	-3	-49	0	-8
C=CCn1c(COc2cccc(C)c2)nnc1SC(C)C(=O)NC1CC1 (stereo not drawn)	-9	18	0	-6	8	4	2	0	0	2
CCOc1ccc(CN2CCN(Cc3cccn3-c3cccnc3)CC2CCO)cc1 (stereo not drawn)	1	-5	8	-3	1	-1	-7	-4	-2	12
COc1ccccc1N(C)S(=O)(=O)c1ccc(C)c(C(=O)Nc2nccs2)c1	5	-5	7	-9	4	2	-2	-7	-8	1
COc1ccc(N2CCN(C(=O)CSc3ncnc4scc(-c5ccc(C)cc5)c34)CC2)cc1	14	-4	3	3	5	5	0	7	-2	-11
CN1CCN(S(=O)(=O)c2ccc(NC(=O)c3cccc(F)c3)cc2)CC1	7	-12	5	-1	3	2	-4	4	0	-2

Screening data from PubChem BioAssay.
